S1P2 blocker: antagonists of human S1P2 receptor. cell-based S1P2 antagonist assay, inhibition at 5 uM. AID 736. inhibition, % at 5 µM. O95136. 0.21% of 97,000 active; in the data active means inhibition above about 45%;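 further: CRE beta-lactamase reporter cells expressing human S1P2 stimulated with S1P; 0% = agonist at EC80 alone and 100% = agonist plus reference antagonist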
Target sequence (O95136 whole entry, looked up): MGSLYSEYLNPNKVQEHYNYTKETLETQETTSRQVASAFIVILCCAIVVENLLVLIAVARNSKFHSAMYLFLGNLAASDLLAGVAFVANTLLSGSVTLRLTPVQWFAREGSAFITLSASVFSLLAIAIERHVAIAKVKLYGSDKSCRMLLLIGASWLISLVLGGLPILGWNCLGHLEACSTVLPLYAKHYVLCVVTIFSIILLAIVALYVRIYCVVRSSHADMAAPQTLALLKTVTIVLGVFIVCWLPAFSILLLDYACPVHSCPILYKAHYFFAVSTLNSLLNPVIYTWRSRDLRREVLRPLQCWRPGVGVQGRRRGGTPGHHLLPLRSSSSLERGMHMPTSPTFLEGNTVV
S1P2 agonist: agonists of human S1P2 receptor; O95136; activation, % at 4.5 µM; S1P2-expressing cell line, agonist reporter read-out; 0.46% of 97,000 active; AID 729; in the data active means activation above about 16%;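 further: 0% = vehicle low control and 100% = maximal reference agonist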
Lung fibro prol: blocks proliferation of human lung fibroblasts. 1.1% of 85,000 active. LL 47 human lung fibroblast viability, ATP luminescence; stronger effect = lower value. viability, % at 10 µM;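 active means viability at or below 50% in the single dose screen; inactive means viability above 50%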;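 further: compound exposure lasted 72 h before the ATP readout; 100% = median luminescence of untreated cell-only wells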
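Material: Human LL 47 lung fibroblast cells | Input: 1,150 cells/well | Buffer or medium: IMEM plus 15% FBS | Compound dosing: 0.1% DMSO in all compound wells | Times: Overnight cell rest, 72 h compound treatment at 37 °C | Signal: CellTiter-Glo luminescence measuring cellular ATP | Measure: % viability versus median cells-only luminescence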
HUVEC prolif 384: human endothelial cell proliferation inhibition | HUVEC proliferation, CellTiter-Glo luminescence, 72 h; stronger effect = lower value | viability, % at 10 µM (by protocol) | 1.1% of 86,000 active;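 active means viability at or below 30%; inactive means viability above 30%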;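 further: 100% = median luminescence of DMSO-only cell control wells on each plate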
DAT uptake mod: human DAT dopamine uptake with cocaine, either direction | B-score at 10 µM | Q01959 | 1.3% of 110,000 active | AID 449768 | LLC-PK1 hDAT cells, [14C]-dopamine uptake with cocaine IC80; actives deviate in either direction;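 active means Z score or B-score, a plate-position-corrected score, falls beyond the plate's 99.7% confidence bounds, in either direction; inactive means both scores lie inside the 99.7% bounds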;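 further: scored against the spread of the other compound wells on the same plate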
Target sequence (Q01959 whole entry, looked up): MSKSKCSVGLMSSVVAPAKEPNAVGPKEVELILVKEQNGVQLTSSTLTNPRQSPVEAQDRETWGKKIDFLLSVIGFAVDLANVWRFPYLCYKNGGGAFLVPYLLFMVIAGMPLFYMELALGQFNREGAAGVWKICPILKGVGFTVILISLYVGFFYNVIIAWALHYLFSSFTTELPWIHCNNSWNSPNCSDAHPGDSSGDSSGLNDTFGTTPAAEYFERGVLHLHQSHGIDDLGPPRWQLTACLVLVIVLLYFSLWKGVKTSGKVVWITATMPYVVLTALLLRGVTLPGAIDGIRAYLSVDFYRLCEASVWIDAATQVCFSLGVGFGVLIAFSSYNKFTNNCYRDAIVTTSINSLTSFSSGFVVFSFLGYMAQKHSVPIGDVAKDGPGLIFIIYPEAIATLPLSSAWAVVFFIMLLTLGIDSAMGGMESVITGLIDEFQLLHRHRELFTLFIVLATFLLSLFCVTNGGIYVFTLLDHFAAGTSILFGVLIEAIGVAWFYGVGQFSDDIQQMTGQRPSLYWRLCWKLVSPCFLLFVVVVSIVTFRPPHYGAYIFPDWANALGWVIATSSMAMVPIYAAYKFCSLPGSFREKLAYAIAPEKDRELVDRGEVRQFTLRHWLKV
PostGolgi ctrl: inhibits growth of the yeast control strain | efflux-deficient yeast background strain, growth absorbance A615, 16 h | inhibition, % at 10 µM | 5% of 98,000 active | AID 738
H69AR inhibit: blocks growth of human H69AR lung tumor cells | H69AR lung tumor viability, ATP luminescence, 72 h; stronger effect = lower value | viability, % at 10 µM | 6% of 85,000 active | AID 598;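 active means viability at or below 40%; inactive means viability above 40%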;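 further: multidrug resistant small cell line overexpressing MRP-1 efflux transporter; 100% = mean luminescence of untreated control wells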
PostGolgi yeast: growth inhibition of a yeast mutant, post-Golgi transport screen; inhibition, % at 10 µM; post-Golgi transport phenotypic cell assay; AID 739; 0.9% of 98,000 active;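 further: yeast cells grown in 1536-well plates; yeast grown about 18 h at 30C before absorbance read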
E coli WT exp: E. coli BW25113 growth inhibition, expanded screen; OD600 absorbance; 0.15% of 98,000 active; growth inhibition, % at 100 µM; AID 710;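 active means growth inhibition above about 50% at one test dose, limit read from the data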;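 further: growth measured after 20 h incubation at 37 °C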
* hit, by the source's call; nt = no result given. Unless noted, no stated cut-off is given here; in the data, active means inhibition above about 30%; inactive means the rest.

entry	SMILES	S1P2 blocker	S1P2 agonist	Lung fibro prol	HUVEC prolif 384	DAT uptake mod	PostGolgi ctrl	H69AR inhibit	PostGolgi yeast	E coli WT exp
1	CCOc1ccc(C2CC(=O)NC3=C2C(=O)CCC3)cc1Cl (configuration not stated)	4	-4	105	108	-0.24	1	108	-6	-3
2	COc1ccc(N2CCN(S(=O)(=O)c3cccc(C(F)(F)F)c3)CC2)cc1	6	-4	98	105	0.15	4	100	-3	-8
3	CCOC(=O)c1[nH]c(C)c(C(=O)C(C)C)c1C	5	-1	95	99	-0.4	2	98	-4	0
4	O=C(Cn1c(SCC(=O)NC2CCCC2)nnc1-c1ccncc1)Nc1ccc2c(c1)OCO2	-27	0	93	93	1.5	19	87	4	3
5	CCC(CC)C(=O)NCCc1cc2cc(C)c(C)cc2[nH]c1=O	nt	nt	98	97	-0.0075	5	61	-6	-6
6	CCOc1ccc(S(=O)(=O)NCCSCc2ccco2)cc1	11	-9	106	113	0.4	5	97	1	10
7	COC(=O)C1=C(C)N(CCC2=CCCCC2)C(=O)C1	5	-6	105	99	0.078	3	49	1	-6
8	CC1CCN(c2c(NCC3CCC(C(=O)N4CCc5ccccc5C4)CC3)c(=O)c2=O)CC1 (configuration not stated)	1	-4	nt	nt	0.53	1	nt	-3	-2
9	Cc1cc(C(=O)NCc2ccccc2)c(=O)[nH]c1C	-11	0	99	87	0.023	9	93	-5	-2
10	CCOC(=O)c1sc(NC(=O)CSc2nc(C)cc(-c3ccccc3)n2)c(C#N)c1C	9	-3	nt	nt	-0.066	19	nt	-6	5
11	O=C(Nc1cccc(C(F)(F)F)c1)c1ccc2nc(-c3ccco3)c(-c3ccco3)nc2c1	-10	1	113	59	0.56	11	32*	-2	-12
12	CCOC(=O)c1sc(=S)n(-c2cc(F)ccc2F)c1N	-24	-1	63	113	-0.38	1	92	4	2
13	Cc1ccc(Sc2nc(-c3ccccc3)nnc2C(F)(F)F)cc1	22	-7	nt	nt	-0.12	7	nt	9	-5
14	Cc1c(-n2c(CN3C(=O)c4ccccc4C3=O)nc3ccccc3c2=O)c(=O)n(-c2ccccc2)n1C	9	-4	106	104	0.83	nt	82	nt	nt
15	CSc1nc(-c2ccccc2)nc(N2CCCC2)c1C(C)=O	-7	-2	97	99	0.011	39*	91	-7	-1

Part of the list above, with one line to a screen:
#3 CCOC(=O)c1[nH]c(C)c(C(=O)C(C)C)c1C
#4 O=C(Cn1c(SCC(=O)NC2CCCC2)nnc1-c1ccncc1)Nc1ccc2c(c1)OCO2

entry no.,3,4
S1P2 blocker,5,-27
S1P2 agonist,-1,0
Lung fibro prol,95,93
HUVEC prolif 384,99,93
DAT uptake mod,-0.4,1.5
PostGolgi ctrl,2,19
H69AR inhibit,98,87
PostGolgi yeast,-4,4
E coli WT exp,0,3

(further entries)
entry	SMILES	S1P2 blocker	S1P2 agonist	Lung fibro prol	HUVEC prolif 384	DAT uptake mod	PostGolgi ctrl	H69AR inhibit	PostGolgi yeast	E coli WT exp
16	CCOC(=O)c1c(C)n(-c2ccc(OC)cc2)c2c(C/C(C)=N/O)c(Br)c(OC)c(O)c12	4	-7	nt	nt	0.14	-3	nt	-1	-6
17	COc1ccc2[nH]c(C)c(C(=O)CN3CCc4cc(OC)c(OC)cc4C3)c2c1	3	-3	nt	nt	0.15	10	nt	5	5
18	O=C(C1CC(=O)N(c2ccccc2)C1)N1CCN(C2=NS(=O)(=O)c3ccccc32)CC1 (configuration not stated)	-4	-5	94	89	-1.4	5	89	2	-1
19	c1ccc(-n2ncc3c(NCc4cccs4)ncnc32)cc1	nt	nt	92	90	1.1	2	61	-12	3
20	CCOc1cc(C2C(C(=O)OC)=C(C)N=C3SC(C)C(=O)N32)ccc1OC(C)=O (configuration not stated)	9	-1	90	89	1.4	2	103	-5	12
21	CCOc1nc2ccccc2nc1NS(=O)(=O)c1ccccc1	27	0	102	100	-0.0067	23	93	-5	-1
22	COC(=O)c1ccccc1NC(=O)CSc1nnnn1-c1ccc(C)cc1C	-3	0	92	83	-0.17	25	96	2	-10
23	COc1ccccc1-c1c(C)oc2cc(OC(=O)c3ccco3)ccc2c1=O	-3	0	102	103	0.42	-1	89	-3	3
24	N#Cc1c(N)[nH]c(=S)c(C#N)c1-c1ccccc1	7	-5	87	90	0.3	11	98	2	-3
25	COCCn1c(=S)[nH]c2cc(C(=O)N3CCc4ccccc43)ccc2c1=O	5	-8	95	106	-0.16	96*	90	-14	5
26	COc1ccc(-c2[nH]ncc2-c2ccc(Cl)cc2)c(O)c1	-7	-4	88	52	0.05	49*	14*	15	18
27	O=C1C2CC=CCC2C(=O)N1c1cccc(OS(=O)(=O)c2ccc3ccccc3c2)c1 (configuration not stated)	-6	-2	nt	nt	-1.6	8	nt	-1	-8
28	c1ccc(N2CCN(CCc3nnc4n3CCCCC4)CC2)cc1	nt	nt	98	92	-0.46	0	80	0	12
29	N#Cc1ccc(CSc2nnc(-c3cnccn3)o2)cc1	11	-2	110	101	-0.29	7	88	-3	6
30	Cc1ccc2nc(N3CCN(Cc4nnnn4C4CCCC4)CC3)c(C#N)cc2c1	3	-5	106	106	0.022	nt	91	nt	nt
31	NNC(=O)CN1C(=O)Nc2ccc(Br)cc2C1c1ccccc1 (configuration not stated)	3	-5	88	87	0.91	nt	98	nt	nt
32	CN(C)c1ccc(N=Cc2nc(-c3ccccc3)oc2O)cc1	15	-8	nt	nt	-0.44	8	nt	-4	0
33	Cc1cccc(NC(=O)CSc2ncnc3nc[nH]c23)c1C	2	-2	nt	nt	-1.4	-7	nt	5	-6
34	COC(=O)c1ccccc1NC(=O)N1CCCC1	-9	-3	95	96	-0.96	18	53	3	4
35	Cc1nn(Cc2ccccc2Cl)c(C)c1NC(=O)c1noc2c1CCCCC2	6	-3	103	84	0.98	9	93	-8	-6
36	O=C(NC1CCCc2ccccc21)c1ccc(CNc2c(N3CCOCC3)c(=O)c2=O)cc1 (configuration not stated)	4	-3	96	89	-0.66	13	85	5	-1
37	N#Cc1ccccc1CSc1nc(O)cc(=O)[nH]1	2	-2	100	104	-0.032	4	82	15	0
38	COCCCN1C(=O)C(O)=C(C(=O)c2ccco2)C1c1ccccc1 (configuration not stated)	nt	nt	106	105	-0.33	1	95	-4	-6
39	CC(=O)Nn1cc2c(=O)n(C)c(=O)n(C)c2c1	-2	-2	98	97	-2.1	-6	102	-5	-4
40	Nc1nonc1C(=Nc1ccc(Br)cc1)NO	-11	-1	96	83	0.92	11	99	-1	28
41	CC1CC2(CCCCC2)Nc2c1ccc1ccccc21 (configuration not stated)	-30	1	102	102	0.24	nt	99	nt	nt
42	CCOC(=O)C(Cc1ccccc1)NC(=O)CCc1c(C)nc2ncnn2c1C (configuration not stated)	-1	-5	92	92	0.51	1	96	3	1
43	CC(=O)N1CCc2cc(C(=O)CN3CCN(c4cccc(Cl)c4)CC3)ccc21	-2	-3	96	84	1.3	4	90	-18	6
44	COc1ccc(S(=O)(=O)NCCN2CCOCC2)c2ccccc12	23	-7	117	104	-0.26	11	87	22	-1
45	CCCC(=O)Nc1ccc2c(c1)C(=O)N(CCC(=O)O)C2=O	-39	0	102	100	0.65	11	91	1	-2
46	Cc1ccccc1CS(=O)(=O)Cc1ccc(C(=O)N2CCOCC2)o1	-3	-6	nt	nt	nt	-1	nt	1	5
47	CC1CCCCC1NC(=O)c1cn(C)c2ccc(S(=O)(=O)N3CCCC3)cc2c1=O (configuration not stated)	nt	nt	92	89	1	11	74	8	-7
48	O=C(COC(=O)c1ccccc1OCc1ccccc1Cl)NC1CC1	7	-8	99	101	-0.37	18	99	-13	-4
49	COc1ccc(S(=O)(=O)N2CCCCCC2)cc1	-14	1	86	92	1.8	1	106	7	-2
50	OCCN(CCO)CC(O)COCCC12CC3CC(CC(C3)C1)C2 (configuration not stated)	2	-6	93	91	-0.73	8	92	-9	2
51	COC(=O)/C(C#N)=C1/SC=C(C)N1c1ccccc1	-3	-6	91	88	-0.045	14	92	-4	3
52	CCOC(=O)N1CCN(Cc2nc(-c3cccc(C)c3)no2)CC1	14	-1	97	93	1.9	-7	88	-11	-1
53	CC(C)COC(=O)Cn1cnc2ccc(Br)cc2c1=O	2	-7	89	82	0.011	2	91	-1	2
54	CCCCNC(=S)NNC(=O)c1cc(C)on1	19	-3	nt	nt	-0.088	7	nt	1	-1
55	Cc1ccc(/C=C2/SC(=S)N(CC(=O)Nc3ncc(Cc4ccc(C)cc4)s3)C2=O)cc1	-1	-2	84	93	0.15	-12	4.0*	9	-14
56	COc1ccc(C2CC(=O)C3=C(C2)Nc2ccccc2N(C(C)=O)C3c2ccco2)cc1 (configuration not stated)	21	-6	95	90	-0.32	0	89	2	4
57	COc1ccc(NC(=O)CSc2nc3ccccc3c(=O)n2CCCN2CCCCC2)c(OC)c1	-48	-4	83	78	1.4	7	66	-4	1
58	CCOC(=O)CSc1cc(CS(=O)(=O)c2ccccc2)nc(-c2ccccc2)n1	-1	-1	nt	nt	0.52	18	nt	19	-5
59	CC(C)CCOc1ccc(C(=O)CCNC(C)C(=O)O)cc1 (configuration not stated)	nt	nt	89	92	-0.3	12	81	2	-1
60	CC(C)C(=O)Nc1cccc(NC(=O)c2cccc([N+](=O)[O-])c2)c1	-21	-9	nt	nt	0.52	9	nt	-6	-1
61	CN(C(=O)COc1cc(=O)n(C)c2ccccc12)c1ccc(Br)cc1	26	-4	102	86	-0.75	12	86	-6	-6
62	COc1cccc(NC(=O)c2cc(-c3cccnc3)nc3c(Cl)cccc23)c1	23	-7	nt	nt	0.79	21	nt	4	-14
63	Cc1ccc(S(=O)(=O)N2CCCC2C(=O)O)s1 (configuration not stated)	-14	1	nt	nt	-0.91	0	nt	-40	1
64	CCOc1ccc(CCN2C(=O)C3C4C=CC(C4)C3C2=O)cc1OCC (configuration not stated)	1	-3	99	97	0.12	5	93	2	2
65	CCOc1ccc(C(C)=O)cc1Cn1nc(C(=O)O)c2ccccc2c1=O	-22	-2	87	92	0.013	13	59	0	6
66	O=S(=O)(c1ccc2ccccc2c1)N(CC(O)CN1CCOCC1)c1ccccc1 (configuration not stated)	6	-4	93	101	0.27	17	87	5	-6

Compound activity (PubChem BioAssay)
